TbREL1 inh – TbREL1 RNA ligase inhibitors, primary screen, biochemical, FRET fluorescence; RNA-editing ligase 1, mitochondrial (Trypanosoma brucei brucei), P86926; TbREL1 RNA ligation; inhibition, % at 9.66 µM; 0.49% of 89,000 active; AID 1117264, 2014;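 active = inhibition above the mean inhibition across all screened compounds plus 3 SD, cut at about 11% in these data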;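 also: 0% = plate median of test wells and 100% = NSC42067 control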
Target sequence (P86926 whole entry, looked up): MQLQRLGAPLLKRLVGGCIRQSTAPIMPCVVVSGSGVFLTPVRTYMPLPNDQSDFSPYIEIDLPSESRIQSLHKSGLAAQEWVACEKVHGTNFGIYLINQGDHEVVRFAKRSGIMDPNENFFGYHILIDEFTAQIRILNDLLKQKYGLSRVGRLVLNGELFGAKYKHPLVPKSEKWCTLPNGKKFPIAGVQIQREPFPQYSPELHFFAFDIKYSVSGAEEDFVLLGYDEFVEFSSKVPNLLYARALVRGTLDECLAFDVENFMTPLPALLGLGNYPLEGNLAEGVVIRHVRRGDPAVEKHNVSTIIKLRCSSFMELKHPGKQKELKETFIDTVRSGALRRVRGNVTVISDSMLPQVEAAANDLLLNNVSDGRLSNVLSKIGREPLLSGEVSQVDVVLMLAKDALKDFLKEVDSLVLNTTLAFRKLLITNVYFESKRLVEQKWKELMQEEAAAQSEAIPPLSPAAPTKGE
Active calls of the source: *.

compound	TbREL1 inh
CC(C)(C)OC(=O)Cn1c(=O)cnc2ccccc21	0
Cc1onc(-c2ccccc2Cl)c1C(=O)NCc1nnnn1-c1ccc(F)cc1	-1
Cc1ccsc1/C=N/n1cnnc1	2
CCCCNC(=O)COC(=O)c1c2c(nc3ccccc13)/C(=C/c1cccs1)CC2	0
Cc1ccc(-c2csc(Nc3ccccc3)[n+]2CCc2ccccc2)cc1	7
CC1(c2ccc3ccccc3c2)NC(=O)N(CC(=O)Nc2ncccc2O)C1=O (stereo not drawn)	2
COc1ccc(S(=O)(=O)N2CCCCCC2)cc1NC(=O)Cc1ccccc1F	5
Cc1c(NC(=O)C(C)OC(=O)C23CC4CC(CC(Br)(C4)C2)C3)c(=O)n(-c2ccccc2)n1C (stereo not drawn)	-1
Cc1ccc(C(C(=O)NC2CCCCC2)N(C(=O)Cc2c[nH]c3ccccc23)c2ccccc2C)o1 (stereo not drawn)	-1
Cc1cc(C(=O)N/N=C/c2ccc(-c3cccc(Cl)c3)o2)n[nH]1	-1
COc1cccc(OCCNS(=O)(=O)c2ccccc2[N+](=O)[O-])c1	-1
CC(C)[C@H]1C=C(C(=O)O)O[C@@H](OCCCCO)C1	0
CCCC(C(=O)NCc1ccco1)N(Cc1ccco1)C(=O)CNS(=O)(=O)c1ccccc1 (stereo not drawn)	-5
COc1cccc(/C=N/NC(=O)c2c(C)nc3ccc(Br)cn23)c1	-3
CCCn1c(=O)n(C)c(=O)c2c(SCc3cc(C(C)=O)ccc3OCC)nc(C3CC3)nc21	0
O=C(COc1ccc(Cl)cc1)N1CCN(S(=O)(=O)c2ccccc2)CC1	-3
CCOC(=O)c1cnn(-c2cc(C)cc(C)c2)c1N	1
COc1ccc2c(c1)C(=O)CC(c1ccccc1)O2 (stereo not drawn)	-2
CNc1cnn(-c2ccc(C)cc2)c(=O)c1Cl	9
CC1=C(C(=O)OC2CCCCC2)C(c2ccccc2Br)NC(=O)N1 (stereo not drawn)	0
CCOC(=O)c1oc2nc(C)c3c(c2c1N)CC(C)(C)OC3	0
CCN(CCCNC(=O)COc1cc(=O)n(CC)c2ccccc12)c1ccccc1	-7
CCC(CO)Oc1cc(NC(=O)c2cccc(F)c2)c2ncn(C(C)C)c2c1 (stereo not drawn)	6
COc1ccc(N(CC(=O)Nc2cccc(C)c2C)S(=O)(=O)c2c(C)n[nH]c2C)cc1	-2
O=C1NC(=S)S/C1=C\c1coc2ccc(O)cc2c1=O	7
COc1ccc(/C=N/NC(=O)CCc2ccccc2)cc1O	0
O=c1c2ccccc2oc2ccc(NCCCn3ccnc3)cc12	-3
Cc1ccc(-c2ccc(=O)[nH]n2)cc1	2
CCN(CC(=O)Nc1ccccc1OC)C(=O)c1ccc2[nH]c3c(c2c1)CC(C)CC3 (stereo not drawn)	-1
Cc1ccc2c(c1)N(C(C)C(=O)NCCc1ccccc1)C(=O)CO2 (stereo not drawn)	1
Cn1c(N)c(C(=O)COC(=O)C2(c3ccccc3F)CCCC2)c(=O)n(C)c1=O	-2
O=C(NCc1ccc(Cl)c(Cl)c1)O[C@H]1CC[C@@]23CCCN2C(=O)CCC[C@H]3C1	-1
Cc1cc(NC(=O)CCc2c[nH]c3ccccc23)ccc1Oc1cccnc1	-4
COc1cc(C(=O)Nc2ccc(Br)cc2C(=O)c2cc(OC)c(OC)c(OC)c2)cc(OC)c1OC	-2
COc1ccccc1C(=O)Nc1ccccc1C(=O)NC1CCCCC1	0
Cc1cccc2cc(CN(Cc3ccccc3)C(=S)NCCCN(C)C)c(=O)[nH]c12	2

2 successive records out of the list so far, for reference:
compound	TbREL1 inh
O=C1NC(=S)S/C1=C\c1coc2ccc(O)cc2c1=O	7
COc1ccc(/C=N/NC(=O)CCc2ccccc2)cc1O	0

(further entries)
compound	TbREL1 inh
CN1CCCN(C(=O)CSc2nnc(-c3cccnc3)n2C2CCCCC2)CC1	2
COc1ccc2c(c1)CCO[C@]21O[C@H](CCO)C[C@H](O)[C@H]1O	3
C[C@H](CO)N1C[C@H](C)[C@H](CN(C)S(=O)(=O)c2ccccc2)Oc2c(NS(C)(=O)=O)cccc2C1=O	-1
CCCCN(C(=O)CSc1nnnn1-c1ccccc1OC)C1CCS(=O)(=O)C1 (stereo not drawn)	-1
COc1ccccc1NCC(=O)N1CCN(S(=O)(=O)c2ccccc2)CC1	-7
CCOC(=O)N1CCC(NC(=O)c2ccc3c(c2)N(C)CCS3)CC1	-4
O=C(Nc1ccc2c(c1)OCO2)c1cccs1	0
CCOC(=O)c1ccc(CNC(=O)CSc2nnnn2-c2ccc(Cl)cc2)o1	-3
O=C(c1ccc(CS(=O)(=O)c2ccc(Br)cc2)o1)N1CCCCCC1	1
c1coc(-c2nnc3n2N=C(c2ccc4c(c2)OCO4)CS3)c1	-2
Cc1[nH]nc(-c2ccc(OCc3cnn(-c4ccccc4)c3)c(C)c2O)c1Oc1ccccc1	6
CCC(CO)Oc1cc(NC(=O)c2ccc(C)cc2)c2ncn(C(C)C)c2c1 (stereo not drawn)	0
O=C(Cn1nnc2ccccc21)N/N=C\C=C\c1ccccc1	-1
Cc1ccc(S(=O)(=O)N2CCOC23CCN(S(=O)(=O)c2c(C)cc(C)cc2C)CC3)cc1	0
COc1cccc(NC(=O)CN(C)C(=O)CC(NC(=O)c2ccccc2Cl)c2ccccc2)c1 (stereo not drawn)	1
CCOC(=O)c1cnc2c(C)cccc2c1NCc1ccco1	-2
CCn1cc(Cl)c(C(=O)Nc2c(C)nn(Cc3c(F)c(F)c(F)c(F)c3F)c2C)n1	-6
Cc1ccc(S(=O)(=O)N(CC(=O)Nc2ccc(F)cc2)C(=O)N2CCN(C)CC2)cc1	-1
Cc1ccc2c(c1)c1c(n2CC(O)Cn2nc(C)c(Br)c2C)C(=O)CCC1 (stereo not drawn)	0
CCC(CC)=NNc1ccc(S(N)(=O)=O)cc1[N+](=O)[O-]	4
Cc1ccc(N(C(=O)Cn2nnc3ccccc32)C(C(=O)NCc2ccco2)c2cccnc2)cc1 (stereo not drawn)	-7
Cc1cccc([C@@H]2[C@@H]3C(=O)N(Cc4ccccc4)C(=O)[C@@H]3[C@]3(Cc4ccccc4)C(=O)N(c4cccc(F)c4)C(=O)N23)c1	0
CCc1nc2ccc(C(=O)Nc3cccc(NS(C)(=O)=O)c3)cn2c1N(C)CCCc1ccccc1	-3
CCn1nnc(NC(=O)c2c(OC)cccc2OC)n1	-1
Clc1ccccc1CNc1ncnc2nc[nH]c12	-4
CSCCC(NC(=O)c1cccc(C)c1)C(=O)OCN1C(=O)c2ccccc2C1=O (stereo not drawn)	-4
O=C1CCN(CCc2ccccc2)CCN1CCO	-1
CCCC1(CCC)NC(=O)N(CC(=O)Nc2cccc(OC)c2)C1=O	0
O=C1NC[C@@H](CCCCN2C[C@H](Cc3ccccc3)N(CCc3ccc(O)cc3)C(=O)C2=O)N(Cc2ccccc2)C1=O	-3
Cc1noc2ncnc(Sc3ccc(Cl)cc3)c12	0
COC(=O)C1=C(C)N(Cc2ccco2)C(=O)C1	-1
Cc1c(C(=O)N2CCC2(C)C(=O)O)oc2ccccc12 (stereo not drawn)	2
CCCCNC(=O)CN1C(=O)C(CC)Oc2ccc(Cl)cc21 (stereo not drawn)	-1
CCOc1ccccc1N(CC(=O)N1CCCCCC1)S(=O)(=O)c1ccc(C)cc1	3
CC1CCN(c2oc(-c3ccccc3F)nc2C#N)CC1	-1
CCn1c(SCC(=O)Nc2ccccc2F)nnc1-c1ccoc1C	1
OCC[C@@H]1C[C@@H](O)[C@H](O)[C@]2(Cc3ccccc3O2)O1	2
O=C(COc1nnc2ccccn12)N1CCN(S(=O)(=O)c2ccccc2)CC1	4
Cn1c(NC(=O)CC(C)(C)C)cc(=O)n(C)c1=O	0
CSc1cnn(Cc2ccccc2)c(=O)c1SCc1ccccc1	-4
O=C(CN1C(=O)c2ccccc2S1(=O)=O)NCc1ccccc1Cl	0
Cc1cccc(NC(=S)NC(NC(=O)OCc2ccccc2)C(Cl)(Cl)Cl)c1 (stereo not drawn)	-4
CCN1C(=O)[C@@H]2[C@@H](c3ccc(SC4CCCCC4)cc3)N3CCC[C@@]3(C(=O)OC)[C@@H]2C1=O	-2
Cc1ccc(S(=O)(=O)N(C)c2ccc(OC(=O)c3cc(=O)[nH]c4ccccc34)cc2)cc1	2
COc1ccc2c(c1)C(=O)N1[C@H]3c4cc(OC)ccc4OC[C@@H]3[C@H](c3ccccc3)[C@]1(C)C(=O)N2	-2
Cc1ccc(SCC(=O)OCC(=O)NCCc2ccccc2)cc1	0
CC(=O)CC1c2cc(F)ccc2C=C(c2ccsc2)N1c1ccc(-c2cccnc2)cc1 (stereo not drawn)	0
CN(C)C(CNC(=O)c1ccc2c(c1)S(=O)(=O)c1ccccc1C2=O)c1ccco1 (stereo not drawn)	5

Continued, starting with the last 4 of the part before.
compound	TbREL1 inh
COc1ccc2c(c1)C(=O)N1[C@H]3c4cc(OC)ccc4OC[C@@H]3[C@H](c3ccccc3)[C@]1(C)C(=O)N2	-2
Cc1ccc(SCC(=O)OCC(=O)NCCc2ccccc2)cc1	0
CC(=O)CC1c2cc(F)ccc2C=C(c2ccsc2)N1c1ccc(-c2cccnc2)cc1 (stereo not drawn)	0
CN(C)C(CNC(=O)c1ccc2c(c1)S(=O)(=O)c1ccccc1C2=O)c1ccco1 (stereo not drawn)	5
CN(CC(=O)NC1CCCCCC1)S(=O)(=O)c1ccc2c(c1)n(C)c(=O)c(=O)n2C	4
NC(=O)c1ccccc1NC(=O)c1cc(S(=O)(=O)N2CCCCC2)ccc1N1CCOCC1	0
CCc1ccccc1NC(=O)Cn1cccc1C1=NC(c2ccccc2)CO1 (stereo not drawn)	-2
CCN(CC)CCN1C(=O)C(O)=C(C(C)=O)C1c1ccc(OC)c(OC)c1 (stereo not drawn)	1
Cc1cc(-c2ccccc2)nc(N(C)NC(=O)C(C)(C)C)c1S(C)(=O)=O	-3
C/C(Nc1ccccc1)=C(/C#N)C(N)=O	4
O=C(OCc1cn([C@@H]2CN(C(=O)C3CCCCC3)[C@@H](c3ccccc3)C[C@H]2O)nn1)c1ccccc1	-1
CCOC(=O)N1CCC(NC(=O)c2ccc(CS(=O)c3ccc(Cl)cc3)o2)CC1 (stereo not drawn)	-1
CC1CC2C3CCC4=CC(=O)C=CC4(C)C3(F)C(O)CC2(C)C1(O)C(=O)CO (stereo not drawn)	-2
Cc1ccc2nc(SCC(=O)N3CCCc4ccccc43)nc(=O)n2c1	0
O=C(C1CC1)N1CCN=C1SCc1ccccc1Cl	3
CCOc1cccc(CNn2cnnc2)c1OCc1ccccc1Cl	-2
CC#CC(=O)N1CCCC(C(=O)c2ccc(SC)cc2)C1 (stereo not drawn)	0
Cc1ccc(CCNC(=O)C2CC(c3cccc(F)c3)=NO2)cc1 (stereo not drawn)	-2
CC1(C(=O)OCC(=O)NC(=O)NCc2ccccc2)CC1(Cl)Cl (stereo not drawn)	-2
Clc1ccc(OCc2nn3c(C4CCCCC4)nnc3s2)cc1	0
Cc1cccc(C(=O)c2cnc3ccccc3c2-c2ccccc2)c1	3
CCOc1ccc(-c2nc(C#N)c(NCc3ccc4c(c3)OCO4)o2)cc1	3
CC(C)(C)OC(=O)n1ccc2ccc(-c3ccc4cc[nH]c4c3)cc21	7
COc1cc(C2C(C(=O)Nc3ccc(F)cc3)=C(C)Nc3nc(CCCO)nn32)cc(OC)c1OC (stereo not drawn)	4
Cc1nnc(Sc2cc(NCCO)c([N+](=O)[O-])c3nonc23)s1	-2
CC(NC(=O)c1cc2cc(Br)ccc2oc1=N)c1ccccc1 (stereo not drawn)	5
COc1ccc(OC)c(S(=O)(=O)N2CCCCCC2)c1	-1
O=C(NCCCSc1ccccc1)c1ccc(=O)[nH]c1	-2

3 entries out of the list, arranged by molecular weight, high to low:
compound	TbREL1 inh
Cc1ccc(CCNC(=O)C2CC(c3cccc(F)c3)=NO2)cc1 (stereo not drawn)	-2
CC#CC(=O)N1CCCC(C(=O)c2ccc(SC)cc2)C1 (stereo not drawn)	0
COc1ccc(OC)c(S(=O)(=O)N2CCCCCC2)c1	-1

Carrying on:
compound	TbREL1 inh
O=C(Nc1nc2c(ccc3ccccc32)s1)c1ccco1	6
Cc1nn(-c2ccccc2)c(C)c1C(=O)NCc1cccs1	-1
Nc1ccc(C(=O)N2CCN(S(=O)(=O)c3ccc(Cl)s3)CC2)cc1[N+](=O)[O-]	4
CS(=O)(=O)N(CC(=O)NCc1ccco1)c1ccc(Cl)c(C(F)(F)F)c1	6
CCCCOn1c(C)c(C(=O)OCC)c2c3no[n+]([O-])c3ccc21	2
O=C(NC(=S)Nc1ccc(S(=O)(=O)N2CCOCC2)cc1)c1ccccc1[N+](=O)[O-]	-3
COc1cccc(/C=C/C(=O)NCCc2ccc(OC)c(OC)c2)c1	2
CC(OC(=O)c1ccc(S(=O)(=O)N2CCCCC2)cc1)C(=O)Nc1ccc(C(N)=O)cc1 (stereo not drawn)	0
CSc1nc2nc3c(cc2c(=O)[nH]1)C(O)Oc1ccc(C)cc1-3 (stereo not drawn)	8
CCOc1ccc(CCNC(=O)COC(=O)CCS(=O)(=O)c2ccc(C)cc2)cc1OCC	0
COc1ccc(NC(=O)c2noc3c2CCC3)cc1	1
Clc1ccc(-c2ncc3ccccn23)c(Cl)c1	-6
Cc1nc2c(sc3nc(N4CCOCC4)c4c(c32)CC(C)(C)OC4)c(-c2ccc(Cl)cc2)c1C(=O)O	0
COC(=O)c1cc(S(=O)(=O)N2CCOCC2)c(N2CCOCC2)cc1N1CCOCC1	-4
COc1ccc(C2OC(=O)CC2C(=O)NCc2ccc(Cl)cc2)cc1OC (stereo not drawn)	2
COc1ccc(C2CCCN2C(=O)Nc2ccc(C)c(C)c2)cc1OC (stereo not drawn)	-1
COc1ccc(C)cc1NS(=O)(=O)c1cc(C)ccc1C	-3

Screens from PubChem.

This is a subset; the hit share may differ from the screen's.
